Compound activity (PubChem)
ABCB6 inh 2 = blocks the human ABCB6 transporter; K562-ABCB6 porphyrin accumulation, flow cytometry, 1 h; hits give low values; Q9NP58; 360,000 tested, 0.19% active; fluorescence ratio to DMSO, % at 10 µM;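 active = fluorescence ratio to DMSO below 75%, the collection mean minus 3 SD; inconclusive = too few cells collected in the well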;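 note: signal is porphyrin accumulated inside mitochondria; 100% equals median channel fluorescence of DMSO control wells; lower ratio means ABCB6 inhibition with less porphyrin fluorescence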
MC4R antagonist = human MC4R antagonism in cAMP assay; P32245; MC4R-expressing cells, MTII-stimulated cAMP, LANCE TR-FRET; inhibition, % at 6.5 µM; 360,000 tested, 0.48% active; AID 540295;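 active = inhibition above its plate's cutoff, the mean of tested wells on that plate plus 3 SD, cut at about 29% in these data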;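 note: 0% = Melanotan II alone and 100% = Melanotan II plus saturating MCL0020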
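Assay system: U2OS cells stably expressing human melanocortin 4 receptor (MC4R) / Dosing: 6.5 µM / Timing: compound 30 min, challenge 1 h, detection 1 h / Measured by: Eu-cAMP/anti-cAMP TR-FRET, emission 671 nm / Replicates: singlicate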
HTR2A ag = activates the mouse 5-HT2A serotonin receptor; P35363; CHO-K1 mHTR2A beta-arrestin complementation, luminescence; percent of 30 µM serotonin response; activation, % at 7.6 µM; 360,000 tested, 0.66% active; AID 624169;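 active = activation above a run cutoff, the mean activation of all tested compounds plus 3 SD, cut at about 14% in these data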;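 note: 0% = plate median of compound wells and 100% = 30 µM serotonin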
MC4R barr agon = agonists of human melanocortin 4 receptor (MC4R) beta-arrestin. U2OS MC4R beta-arrestin complementation, luminescence; percent of melanotan II response, DMSO zero. activation, % at 8.9 µM. 360,000 tested, 0.98% active. AID 540308;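 active = activation above a per-plate cutoff, the mean activation of sample wells on that plate plus 3 SD, cut at about 8% in these data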
N-glyco inh = N-linked glycosylation inhibition | AID 588692 | 360,000 tested, 0.23% active | D54 ERlucT glycosylation luciferase reporter, 24 h; percent of 100 nM tunicamycin response | reporter increase, % at 12.5 µM;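 active = mean luciferase reporter signal, scaled so untreated is 0 and the glycosylation-blocking control 100, at or above a set limit in every replicate; inconclusive = mean reaches the limit but not every replicate does; inactive = mean below the limit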;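 note: luciferase carries N-glycosylation sites so blocking glycosylation raises the light; 0% = median of neutral control wells and 100% = median of 100 nM tunicamycin wells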
ABHD5-PLIN5 inh = blocks binding of human ABHD5 to perilipin-5 | Q00G26+Q8WTS1 | Split G. princeps luciferase complementation, luminescence, 4 h | inhibition, % at 4 µM | 360,000 tested, 0.78% active | AID 602281;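 active = inhibition above the mean inhibition across every tested compound plus 3 SD, cut at about 22% in these data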;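 note: 0% = DMSO only wells and the 100% control is not disclosed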
Target sequence (Q00G26 whole entry, looked up): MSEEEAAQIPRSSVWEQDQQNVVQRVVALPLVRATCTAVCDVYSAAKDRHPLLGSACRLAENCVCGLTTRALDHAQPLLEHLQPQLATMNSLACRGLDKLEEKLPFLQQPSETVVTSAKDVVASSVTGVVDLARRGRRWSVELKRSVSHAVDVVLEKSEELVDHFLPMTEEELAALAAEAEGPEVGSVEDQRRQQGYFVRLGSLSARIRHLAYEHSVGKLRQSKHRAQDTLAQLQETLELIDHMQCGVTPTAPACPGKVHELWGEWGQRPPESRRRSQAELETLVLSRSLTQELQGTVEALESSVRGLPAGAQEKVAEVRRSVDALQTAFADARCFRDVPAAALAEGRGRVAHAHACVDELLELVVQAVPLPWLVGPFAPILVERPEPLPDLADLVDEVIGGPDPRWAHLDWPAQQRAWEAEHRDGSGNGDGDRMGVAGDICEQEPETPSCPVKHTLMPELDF
Target sequence (Q8WTS1 whole entry, looked up): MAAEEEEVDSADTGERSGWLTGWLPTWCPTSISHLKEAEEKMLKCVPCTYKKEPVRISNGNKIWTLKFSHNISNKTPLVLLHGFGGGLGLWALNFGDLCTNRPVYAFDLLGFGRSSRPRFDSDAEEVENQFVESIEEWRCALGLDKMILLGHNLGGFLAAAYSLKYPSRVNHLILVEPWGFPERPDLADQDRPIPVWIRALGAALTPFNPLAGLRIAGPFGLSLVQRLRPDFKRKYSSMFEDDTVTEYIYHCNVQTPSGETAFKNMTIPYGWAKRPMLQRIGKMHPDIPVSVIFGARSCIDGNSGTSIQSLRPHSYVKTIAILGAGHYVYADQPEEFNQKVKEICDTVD
Granule exo inh = lytic granule exocytosis inhibition; TALL-104 LAMP-1 surface exposure, flow cytometry; cells stimulated with thapsigargin and PMA; inhibition, % at 10 µM; 360,000 tested, 0.66% active;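 active = inhibition above about 55%, limit read from the data; inconclusive = no clear call, values can overlap the other calls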
iPSC survival up = hiPSC single-cell survival enhancement | ATPlite luminescence; 100% = ROCK inhibitor wells, 0% = DMSO | survival enhancement, % at 20 µM | 360,000 tested, 0.044% active | AID 602274; in the data active = survival enhancement above about 18%;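 note: cells exposed to compounds for 16 hours before the ATP read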
Cardio protect = myocardial damage modulation in H9c2 cells. H9c2 cardiomyocytes, H2O2 injury protection, ATPLite, 2 h. protection from H2O2 cell death, % at 20 µM. 360,000 tested, 0.63% active;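 active = compounds giving at least 50% protection of heart cells from peroxide-induced death in the single-dose screen, raw or plate-pattern-corrected value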;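 note: 0% = DMSO wells with peroxide and 100% = DMSO wells without peroxide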
aDG glyco act = alpha-DG glycosylation activation; 360,000 tested, 0.22% active; Pro5-aDG cells, alpha-DG glycosylation AlphaScreen (IIH6); 0% Pro5, 100% B10-LARGE cell signal; activation, % at 10 µM;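 active = activation of at least 8% versus controls, or a plate z-score of at least 8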;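 note: Pro5 are CHO cells carrying HIG-tagged alpha-DG that lacks glycosylation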
* marks the source's active call; other numbers are inactive results; ? = inconclusive.

SMILES | ABCB6 inh 2 | MC4R antagonist | HTR2A ag | MC4R barr agon | N-glyco inh | ABHD5-PLIN5 inh | Granule exo inh | iPSC survival up | Cardio protect | aDG glyco act
CN(C)c1ccc(-c2noc(C3CCN(S(=O)(=O)c4cccc(Cl)c4)CC3)n2)cc1 | 98 | 0 | 4 | 0.3 | -4 | 0 | 0 | -1.7 | -3 | -0.2
COc1ccc(OC)c(NC(=S)NCc2ccccc2OC)c1 | 104 | -3 | -2 | -3.0 | -3 | -1 | 0 | -1.1 | 4 | -0.2
CC(=O)c1ccc(Cc2ccc(C(C)=O)s2)s1 | 104 | 0 | 3 | 11* | 1 | 13 | -6 | -2.1 | -1 | -0.1
COc1ccc(S(=O)(=O)NCC(=O)Nc2ccc(F)cc2)cc1 | 96 | 1 | -1 | -2.3 | -2 | -4 | 13 | -0.4 | -1 | 0.0
CC(NC(=O)c1ccc(=O)oc1)c1ccccc1 (stereo not drawn) | 101 | -6 | -2 | -3.9 | 0 | -7 | -1 | 0.3 | 3 | 1.2
Cc1ccc(CON=C2CCN(c3ncc(C(F)(F)F)cc3Cl)CC2)cc1 | 99 | 1 | 1 | 1.0 | -3 | -2 | 2 | 2.4 | -14 | 0.1
CC(=O)c1ccc(OCc2cc(C(=O)N3CCCCCCC3)no2)cc1 | 96 | -4 | -6 | -0.9 | -2 | -1 | 4 | -0.3 | -19 | 0.3
c1ccc(CSc2nnc(-c3ccco3)n2Cc2ccccc2)cc1 | 96 | 1 | -2 | -1.8 | -3 | 4 | 12 | 3.9 | -11 | 0.3
COc1ccc2c(c1)CC/C(=C\C=C\c1ccccc1OC)C2=O | 96 | 2 | 10 | -1.9 | 0 | 3 | 0 | -2.5 | 1 | -0.4
CCCn1nc2cc(C(=O)NCc3ccc(C)cc3)ccc2c1OC | 88 | 1 | -15 | -0.1 | 0 | 5 | -4 | -1.9 | 6 | -0.1
CC(=O)c1c(C)[nH]c(C(=O)OCn2nnc3ccccc3c2=O)c1C | 85 | 5 | 14 | -2.4 | 1 | 2 | -3 | 0.1 | -5 | 0.5
CC(=O)N1C(=S)NC(=O)/C1=C1/C(=O)N(CC(=O)Nc2cccc(C)c2)c2ccccc21 | 105 | 1 | 4 | -1.2 | 1 | 3 | 6 | -0.3 | 1 | 0.0
CCc1nnc(SCC(=O)NCCC2=CCCCC2)nc1CC | 100 | 2 | -10 | -1.8 | 2 | 6 | -4 | 0.3 | 0 | 0.0
COc1ccc(CNS(=O)(=O)c2ccc(NC(=O)N3CCCCC3)cc2)cc1 | 94 | 9 | 6 | -1.4 | -4 | -13 | 2 | 0.2 | -12 | 0.9
Cc1ccc(Nc2c(-c3ccccn3)nc3cc(C)ccn23)cc1 | 102 | 2 | -16 | 2.7 | -1 | 6 | 3 | 0.4 | -4 | 0.2
CCOC(=O)C(=O)CC(=O)c1ccc2c(c1)OCCO2 | 103 | 3 | 0 | -1.0 | 2 | -6 | -2 | 2.1 | 0 | -0.2
COc1ccc(OC)c(C2=NOC(C(=O)Nc3c(C)n(C)n(-c4ccccc4)c3=O)C2)c1 (stereo not drawn) | 99 | 12 | 8 | -0.5 | 3 | 6 | 1 | -0.5 | 5 | -0.2
CCOc1cc(/C=C/c2cc(C(=O)O)c3ccccc3n2)ccc1O | 94 | -13 | 1 | -0.9 | -5 | 2 | -3 | -2.4 | -12 | -0.2
O=C(NCCCN1CCOCC1)C1CCN(S(=O)(=O)c2ccccc2)CC1 | 97 | 5 | -6 | -2.1 | 2 | -2 | -3 | -0.3 | 8 | 0.1
COc1ccc(C2C(C(C)=O)=C(O)C(=O)N2c2ccc(Br)cc2)cc1 (stereo not drawn) | 98 | 4 | -3 | -1.0 | -1 | 1 | 4 | -0.4 | -6 | -0.1
C[C@H]1CN=C2N(CCNC(=O)CCC3CCCCC3)[C@H](Cc3ccc(O)cc3)CN21 | 98 | 5 | -9 | -1.8 | 2 | -3 | 0 | -1.7 | 1 | 0.2
N#Cc1ccc(CSc2nnc(-c3cccnc3)o2)cc1 | 100 | -1 | -1 | -3.1 | -1 | -5 | -11 | -1.3 | 6 | 0.4
CC1(C(=O)NCc2cccnc2)CCN1C(=O)c1cccc(F)c1 (stereo not drawn) | 101 | 4 | -1 | -0.9 | -1 | -2 | -5 | 0.3 | 6 | -0.1
CCOC(=O)C1CCN(C(=O)CN2C(=O)COc3ccc(C(C)(C)C)cc32)CC1 | 97 | 1 | -9 | -3.0 | 2 | -2 | -1 | -0.4 | 3 | -0.1
CC1(C)CC(=O)C2=C(C1)NCN(Cc1ccc3c(c1)OCO3)C2 | 99 | 18 | 7 | -0.6 | -1 | -2 | -1 | 2.8 | 7 | 0.0
COc1cccc2cc(C(=O)NCCc3ccccc3)c(=O)oc12 | 94 | 4 | 4 | -2.2 | 0 | 6 | ? | 0.6 | 14 | 0.0
O=c1[nH]c(/C=C/c2cccc3ccccc23)nc2ccccc12 | 97 | 1 | 4 | 16* | -7 | -6 | 23 | 1.9 | 8 | -0.5
COCCN(C(=O)COC(=O)Cc1cccc(OC)c1)c1c(N)n(Cc2ccccc2)c(=O)[nH]c1=O | 99 | 0 | 3 | 2.1 | 2 | 7 | 0 | 0.1 | 7 | 0.4
Cc1ccccc1CN(c1ccc(C(=O)Nc2ccccc2C(=O)N2CCCC2)cc1)S(C)(=O)=O | 100 | 1 | 4 | -0.5 | -1 | 5 | 2 | -5.4 | 6 | -0.4
CCOC(=O)C1(CCOc2ccccc2)CCN(Cc2cccc(-n3cccn3)c2)CC1 | 93 | -1 | -5 | -0.1 | -4 | -1 | 9 | -0.3 | -10 | 0.8
O=C(CCC(=O)OCc1ccc([N+](=O)[O-])cc1)Nc1ccccc1Cl | 103 | 3 | -1 | -3.1 | 3 | -7 | 2 | 1.6 | 0 | 0.0
Cc1cccc(N(C)C(=O)c2cc(S(=O)(=O)N3CCCCC3)c[nH]2)c1 | 93 | 13 | -2 | -0.1 | 0 | -4 | -4 | 0.8 | -4 | 0.1
O=C(COC(=O)c1cccc(Br)c1)NCc1ccco1 | 103 | 2 | -7 | -0.9 | -3 | -4 | 3 | 7.9 | 2 | -0.3
CCOCC(=O)Nc1nnc(COc2ccc(Cl)cc2)s1 | 88 | -4 | -2 | -1.0 | -1 | -9 | -1 | 0.9 | 0 | 0.0
Cc1onc(-c2c(F)cccc2Cl)c1C(=O)N=C(N)N1CCCC1 | 106 | 2 | -1 | -2.5 | 0 | 2 | -9 | 1.8 | -1 | -0.1
COc1ccc(/C=C/C(=O)NC(=S)NNC(=O)c2cnccn2)cc1 | 103 | -1 | -2 | -3.2 | -9 | 5 | 2 | -0.6 | 41 | -0.1
N#Cc1ccccc1OCC(=O)N1CCN(S(=O)(=O)c2ccc(Cl)cc2)CC1 | 100 | 1 | 6 | -1.6 | -1 | 3 | -3 | -0.3 | 6 | 0.1
COc1ccc(CNC(=O)CN(C(=O)c2csnn2)c2ccc3c(c2)OCCO3)cc1 | 94 | -2 | -7 | -0.2 | 0 | -5 | -2 | 0.3 | 6 | 0.1
CN1CCC(N(C)C(=O)c2cc(=O)c3ccccc3o2)CC1 | 100 | -2 | -1 | -2.2 | 1 | 3 | 2 | 0.1 | 21 | 0.1
CC(C)CNC(=O)C1CCCN(C(=O)NCc2ccccc2)C1 (stereo not drawn) | 90 | 5 | -1 | -4.0 | 0 | -4 | -2 | -0.5 | -2 | 0.2
CCN(c1ccc2c(c1)OCO2)S(=O)(=O)c1cc(Br)cc2c1N(C(C)=O)CC2 | 99 | 1 | 0 | -1.4 | -3 | 1 | -1 | 0.9 | -1 | -0.3
COc1cccc(NC(=O)CN(c2ccccc2OC)S(=O)(=O)c2cccs2)c1 | 100 | 9 | -3 | 0.4 | 0 | -7 | -4 | -0.5 | 9 | 0.0
C[C@]12c3[nH]c4ccccc4c3CCN1C(=O)C(CC(=O)NCCc1ccccn1)C[C@@H]2C(=O)N1CCOCC1 (stereo partly drawn) | 98 | 3 | -2 | -0.1 | -1 | 7 | -2 | -2.5 | 1 | 0.1
CCN(CC)S(=O)(=O)c1ccc(C(=O)Nc2cc(S(=O)(=O)N3CCOCC3)ccc2O)cc1 | 98 | 1 | 5 | -0.9 | -1 | 3 | 0 | -0.4 | -6 | -0.2
COc1ccccc1-n1c(C)nc2cc(C(=O)O)ccc21 | 94 | 10 | 2 | 0.3 | 1 | 3 | -2 | -0.8 | 5 | 0.0
CCN1C(=O)N[C@@H](c2ccccc2)[C@@H](C(=O)OC)[C@H]1C | 94 | 4 | 3 | -2.1 | 2 | -9 | -11 | 5.5 | 5 | 0.0
COc1ccc(N2CC(C(=O)N[C@@H](C)C(=O)NC3CCCCC3)CC2=O)cc1 (stereo partly drawn) | 98 | 5 | -1 | 2.8 | -2 | -2 | -6 | 0.9 | -5 | -0.2
O=C(NCCS(=O)(=O)N1CCN(c2ccc(F)cc2)CC1)c1ccco1 | 101 | -4 | -3 | 0.3 | 1 | -10 | 3 | 0.1 | -1 | -0.2
Cc1ccc(NC(=O)CS(=O)c2ccccc2N)c(C)c1 (stereo not drawn) | 100 | 1 | -2 | -1.1 | 2 | 4 | -2 | 0.2 | -1 | 0.0
O=C(COC(=O)COc1ccc(Br)cc1)NNC(=O)c1ccccc1 | 97 | 3 | 0 | -0.9 | -1 | -8 | -2 | -0.3 | 0 | -0.1
